# Assay outcomes: PubChem, several laboratories
# C8 TRAIL sens = caspase-8 TRAIL sensitization. NB7+C8 cells + TRAIL, ATPlite viability luminescence. inhibition (viability loss, TRAIL sensitization), % at 10 µM. hit rate 1% among 360,000;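 active means compounds causing at least 50% loss of cell viability in the single-dose screen, relative to plate controls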
# LMP1 NFkB inh = inhibitors of Epstein-Barr LMP1-induced NF-kappaB reporter; LMP1-induced NF-kappaB luciferase reporter cells, luminescence; inhibition, % at 12.5 µM; hit rate 0.69% among 350,000; in the data active means inhibition above about 41%;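 further: 0% = neutral control wells and 100% = reference inhibitor control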
# TWEAK Fn14 block = inhibitors of TWEAK-Fn14 interaction signaling; TWEAK-stimulated Fn14 reporter cells, luciferase luminescence, 8 h; inhibition, % at 10 µM; hit rate 2% among 360,000; AID 1159606; in the data active means inhibition above about 50%
# SRC2 inh = human SRC2 (NCOA2) inhibition; inhibition, % at 9 µM; HEK293 GAL4-SRC2 luciferase reporter, luminescence; AID 651957; hit rate 0.17% among 370,000;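 active means inhibition above the mean inhibition of all tested compounds plus 3 SD, set per campaign, cut at about 52% in these data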;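 further: 0% = DMSO treated cells and 100% = cells given Gossypol at 36 µM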
# LRH-1 inv ag = NR5A2 inverse agonism in reporter assay; inhibition, % at 3.6 µM; hit rate 0.13% among 360,000; HEK293T StAR-luciferase reporter, LRH-1 transfected, 24 h; AID 602396; O00482;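 active means inhibition above the mean inhibition of all tested compounds plus 3 SD, cut at about 73% in these data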;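 further: 0% = DMSO wells and 100% = reporter-only cells lacking LRH-1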
# Target sequence (O00482 whole entry, looked up): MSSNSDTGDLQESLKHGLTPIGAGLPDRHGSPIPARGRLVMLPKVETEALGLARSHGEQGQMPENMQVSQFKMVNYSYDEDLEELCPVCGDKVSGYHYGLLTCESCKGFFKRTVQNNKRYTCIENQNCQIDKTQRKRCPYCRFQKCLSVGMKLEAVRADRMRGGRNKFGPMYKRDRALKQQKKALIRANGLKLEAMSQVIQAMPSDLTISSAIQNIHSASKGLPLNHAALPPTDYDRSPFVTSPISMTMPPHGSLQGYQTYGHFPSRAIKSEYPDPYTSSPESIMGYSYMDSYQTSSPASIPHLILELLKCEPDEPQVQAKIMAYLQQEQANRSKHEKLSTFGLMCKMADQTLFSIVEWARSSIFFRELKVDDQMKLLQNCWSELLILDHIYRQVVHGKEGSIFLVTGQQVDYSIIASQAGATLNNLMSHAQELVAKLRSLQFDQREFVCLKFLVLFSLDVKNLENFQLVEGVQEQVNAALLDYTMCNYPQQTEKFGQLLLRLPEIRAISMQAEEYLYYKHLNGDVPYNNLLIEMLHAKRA
# TROY signal inh = inhibitors of TROY-dependent NF-kB signaling. Q293 LMP1-TROYcd NF-kB luciferase reporter, 4 h. inhibition, % at 10 µM. hit rate 0.98% among 360,000;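 active means compounds whose plate-normalised and pattern-corrected inhibition of the luciferase reporter signal at the single screening dose is 50% or more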
# CF NFkB block = cystic fibrosis NF-kB activation inhibition | KKLEB NF-kB-GFP reporter, PAF-induced, GFP fluorescence overnight | AID 588850 | inhibition, % at 5 µM | hit rate 0.86% among 360,000;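 active means at least 50% inhibition at 5 µM, scaled per plate between neutral and stimulator controls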;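 further: PAF is a Pseudomonas aeruginosa culture filtrate used as stimulus; plate controls were PAF-stimulated DMSO wells for no effect and unstimulated DMSO wells for full effect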
# NCOA3 inh = inhibits human SRC3 coactivator; Q9Y6Q9; hit rate 0.17% among 360,000; HEK293 GAL4-SRC3 luciferase reporter, luminescence; inhibition, % at 3.6 µM;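 active means inhibition above a per-campaign cutoff, the mean of all compounds plus 3 SD, cut at about 60% in these data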;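 further: 0% = DMSO-treated cells and 100% = gossypol-treated cells at 36 µM; higher means less SRC3-driven luciferase light from the GAL4 reporter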
# KKLEB cytotox = reduces viability of KKLEB cystic fibrosis airway cells. KKLEB CF airway cells viability, ATPlite luminescence, overnight; stronger effect = lower value; cells stimulated with P. aeruginosa culture filtrate. activity change (cytotoxicity), % at 5 µM. hit rate 0.36% among 360,000;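 active means corrected activity change at or below -50% at 5 µM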
# NR2F2 inh = NR2F2 (human) inhibition, primary screen; P24468; inhibition, % at 8.6 µM; AID 686940; hit rate 0.7% among 370,000; HEK293T NGFI-A luciferase reporter, luminescence;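 active means inhibition above a per-plate cutoff, mean inhibition of test wells between control levels plus 3 SD, cut at about 38% in these data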;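 further: cells cotransfected with COUP-TFII expression vector driving the NGFI-A reporter; 0% = median of COUP-TF2 test wells and 100% = reporter-only cells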
# SRC1 inh = inhibits human SRC1 coactivator | Q15788 | HEK293 GAL4-SRC1 luciferase reporter, luminescence | inhibition, % at 3.6 µM | hit rate 0.12% among 360,000;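 active means inhibition above the campaign mean plus 3 SD, with each screening campaign given its own cutoff, cut at about 60% in these data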;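 further: 0% = DMSO treated cells and 100% = gossypol at 36 µM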
# * = called active by the depositor; · = not tested or not shown.
SMILES,C8 TRAIL sens,LMP1 NFkB inh,TWEAK Fn14 block,SRC2 inh,LRH-1 inv ag,TROY signal inh,CF NFkB block,NCOA3 inh,KKLEB cytotox,NR2F2 inh,SRC1 inh
CCOC(=O)Cc1csc(NC(=O)c2cnc3sc(C)cn3c2=O)n1,9,2,-11,-78,-51,-26,5,-54,-24,-29,-59
CCN(CC)C(=O)C12C(=O)Oc3ccccc3C1C2(C)C(=O)c1ccc(F)cc1 (stereo not drawn),-16,0,-2,-1,4,18,17,21,-15,-1,-5
O=C(NC1CCCCC1)c1cccc2c1C(=O)c1ccc(N3CCC(Cc4ccccc4)CC3)cc1S2(=O)=O,9,-4,6,2,0,-26,-40,-4,-10,-14,-2
Cc1ccc(/C(N)=N/OC(=O)Cc2cccs2)cc1,13,-43,-4,-58,-86,-50,4,-58,15,-23,-86
CCC[C@@H]1C=C(C(=O)OCC)[C@H](c2ccccc2)N1S(=O)(=O)c1ccc(C)cc1,9,·,25,9,7,-6,-7,3,-2,4,-2
Cc1ccc(C)c(NC(=O)CCC(=O)N/N=C2/CC(=O)CC(C)(C)C2)c1,1,-1,-13,3,1,-5,2,5,3,14,0
CCc1ccc(OCC2c3cc(OC)c(OC)cc3CCN2C(=S)NCCOC)cc1 (stereo not drawn),9,9,4,2,17,17,11,11,-9,17,7
CN(c1ccccc1)c1nc(N)c([N+](=O)[O-])c(NCc2ccccc2)n1,-16,-7,-45,-6,-3,0,22,-8,-12,0,-5
CN1CCN(NC(=O)/C=C/c2cccc(Cl)c2)CC1,1,-2,-9,-40,-16,-20,-12,-9,4,13,-8
CN(C)S(=O)(=O)NC(=O)C1=C(N2CCCC2)COC1=O,1,3,-10,-8,26,0,-10,11,-14,17,-19
CC(C)Nc1nc(NCCOc2ccccc2)c2sccc2n1,9,·,30,0,-8,31,32,5,-26,17,19
c1nc(C2CCCCC2)cc2cc3c(cc12)OCO3,-4,-24,-12,-43,-35,-48,-23,-30,7,-40,-31
O=C1CC(C(=O)N2CCc3ccccc32)CN1c1ccc(F)cc1 (stereo not drawn),19,-15,28,-2,14,0,-5,0,4,-5,0
CCOC(=O)c1ccc(-c2c(-c3ccc4c(c3)OCO4)noc2-c2ccsc2)cc1F,26,2,-7,-29,3,-2,30,-9,-15,9,-2
COc1ccc(N)cc1C#N,-20,3,-27,4,9,-5,-1,3,-9,-11,-4
O=C(c1ccco1)N1CCN(C(c2ccccc2F)c2nnnn2Cc2cccs2)CC1 (stereo not drawn),8,5,-11,11,-2,15,1,12,4,7,-17
Cc1ccc(C(=O)NCCNC(=O)Cc2ccccc2)cn1,-13,-9,-11,0,-4,17,9,8,4,12,-16
N#Cc1c(-c2ccccc2)nc(-c2ccccc2)[nH]c1=O,-8,-7,2,-3,12,4,-19,0,-3,6,-9
O=C(Nc1ccccn1)c1c(O)c2cccc3c2n(c1=O)CCC3,41,-17,-28,-26,0,-73,-32,-11,11,-6,-13
CC(NC(=O)CCSc1nc(-c2ccc3c(c2)OCO3)cc(C(F)(F)F)n1)c1ccccc1 (stereo not drawn),-1,2,-1,3,8,4,-14,19,5,-5,-2
Cc1nn2c(NCCN(C)C)c3c(nc2c1-c1ccccc1)CCCC3,10,-5,-6,15,10,-2,8,-12,-10,-8,2
COc1ccc(C(=O)COc2ccccc2N2C(=O)C3C4C=CC(C4)C3C2=O)cc1 (stereo not drawn),-5,-26,-36,-158,-68,9,8,-62,-16,-25,-38
COc1ccc(OC)c(NC(=O)CSc2nc(=O)n(CCN3CCOCC3)c3c2CCC3)c1,3,3,11,9,-2,-1,-31,14,10,3,-25
Cc1cc(C)n(S(=O)(=O)c2ccc(C(C)(C)C)cc2)n1,4,-3,0,9,16,-2,4,1,-2,5,-10
CC(NC(=O)c1cc2cc([N+](=O)[O-])ccc2oc1=O)C1CCCO1 (stereo not drawn),-11,2,-10,5,3,2,-10,10,6,-5,-5

# Following part
SMILES,C8 TRAIL sens,LMP1 NFkB inh,TWEAK Fn14 block,SRC2 inh,LRH-1 inv ag,TROY signal inh,CF NFkB block,NCOA3 inh,KKLEB cytotox,NR2F2 inh,SRC1 inh
Cc1cc([N+](=O)[O-])ccc1NC(=S)NC(=O)Cc1ccccc1,-9,0,-3,-3,13,-23,1,-24,3,1,-8
CCCCC[C@@H](C)N1C[C@@H](COCc2ccccc2)Oc2cc(N3CCC[C@H]3COC)ccc2S1(=O)=O,10,·,27,5,2,3,·,·,·,-1,·
COc1cccc2cc(C(=O)NC(C)C3CCCO3)c(=O)oc12 (stereo not drawn),-2,-7,-14,-1,-44,-49,3,-15,12,-24,-19
CCCc1cc(=O)[nH]c(SCc2ccc(Cl)cc2)n1,5,-3,6,12,10,13,14,13,-28,-18,-17
CCOCCc1nn2c(=O)cc(CSCC(=O)Nc3ccc(OC)cc3)nc2s1,-32,-6,-2,1,4,22,25,3,5,28,-8
O=C1CCCN1CCCNC(=S)Nc1cccc2ccccc12,1,-12,-31,-20,-7,-48,7,-16,3,9,-32
COC(=O)Cc1c(O)ccn(CCc2ccccc2)c1=O,-4,2,-12,11,-9,-14,0,15,-21,0,0
Cn1c(CCC(=O)Nc2ccc(F)cc2)nc2cc(S(=O)(=O)N3CCOCC3)ccc21,8,3,3,0,-10,9,-17,-14,4,-3,-7
CC(C)(C)n1nnnc1C(c1ccc(F)cc1)N(Cc1ccc(F)cc1)Cc1ccco1 (stereo not drawn),18,0,-10,-13,16,1,9,4,0,-8,23
CCCCOc1ccc(CN(C)c2ncnc(N)n2)cc1,8,-1,-15,-5,-20,-9,-6,-31,-18,-9,-18
O=C(C1CC1)N1N=C(c2ccc(Cl)cc2)CC1(O)C(F)(F)F (stereo not drawn),5,-1,-16,1,6,-4,5,-34,-7,-2,-7
COc1ccc(C(=O)NCC(c2ccco2)N2CCc3ccccc32)cc1 (stereo not drawn),22,32,-2,-10,15,10,43,7,-36,16,20
Cc1[nH]n(-c2ccccc2)c(=O)c1/C=N/NC(=O)c1ccoc1C,54*,18,-1,-52,-47,-36,13,-35,9,-34,-59
Cc1ccc(C(=O)OCC(=O)N(CC(C)C)c2c(N)n(Cc3ccccc3)c(=O)[nH]c2=O)cc1[N+](=O)[O-],1,6,9,-9,1,-4,2,-1,-1,-21,-20
COc1ccc(C(=O)NC(=S)N2CC(C)OC(C)C2)cc1OC (stereo not drawn),-13,9,-2,15,2,4,-12,18,11,1,-18
CCc1cc2c(=O)oc(-c3ccc(Br)cc3)nc2s1,8,6,17,4,5,-27,1,-1,23,8,-49
COc1ccc(S(=O)(=O)N(C)C)cc1NC(=O)COC(=O)c1nn(C)c(=O)c2ccccc12,4,-1,8,-2,11,4,-14,12,2,12,-17
CCOC(=O)C1=C(C)Nc2ncnn2C1c1ccccc1F (stereo not drawn),-10,-5,5,-5,1,11,0,15,-6,10,-9
C[C@@]12C(=O)Nc3cc(F)c(F)cc3C(=O)N1[C@H]1c3ccccc3OC[C@@H]1[C@@H]2c1ccccc1,9,-3,-7,5,-3,0,4,10,2,2,21
CCOC(=O)c1ccc(NC(=O)C2CC(=O)Nc3nc4ccccc4n32)cc1 (stereo not drawn),17,-2,-19,-22,1,-12,-11,12,2,5,8
COC(OC)c1nc(SCC(=O)Nc2cccc(Cl)c2)ncc1C(=O)O,-14,6,-4,-39,12,8,-6,22,3,1,4
COCCNC(=S)N(CCc1c(C)[nH]c2ccccc12)Cc1cccnc1,-25,2,-1,11,9,7,9,2,2,11,-24
Nc1nc(C2CCCN2S(=O)(=O)c2ccc(Cl)cc2)cs1 (stereo not drawn),1,-3,0,-13,-11,-8,7,10,-2,0,-3
O=C(c1ccc2c3c(cccc13)CC2)C1CCCN(Cc2ccncc2)C1 (stereo not drawn),8,5,18,13,15,30,12,8,-16,53*,12
S=c1[nH]nc(Cc2ccccc2)n1-c1ccc(Cl)cc1,8,-3,1,3,-12,-5,-4,3,-5,5,-12
CCCc1nnc(NC(=O)CC(=O)OCC)s1,-5,-9,1,23,3,4,-4,9,2,-20,-20
CCOC(=O)C1(Cc2ccccc2Cl)CCN(C(=O)CN2CCOC2=O)CC1,-3,-10,-19,-17,-60,-30,1,-28,-2,-19,-32
COc1cc(CNCCc2c[nH]c3ccccc23)cc(Cl)c1OCC(N)=O,-6,-2,33,-11,9,-4,7,14,-2,7,-6
O=C(C=Cc1cccs1)c1cccs1,12,-7,7,-87,-6,-44,14,-11,-12,-27,5
